# Assay outcomes as filed in PubChem.
# ERAP1 HTS inh: blocks human ERAP1 aminopeptidase activity; recombinant ERAP1, Leu-AMC fluorescence, 60 min; inhibition, % at 10.7 µM; 340,000 compounds, 0.15% hits;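 active means mean replicate inhibition of at least 30%, or all replicates individually reaching that 30% level; inactive means mean below 30% and not every replicate reaching it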;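 further: 0% = neutral control wells and 100% = L-leucinethiol positive control wells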
# RAD52 anneal inh: inhibitors of human RAD52 DNA annealing; recombinant RAD52 DNA annealing, FRET fluorescence; inhibition, % at 18.7 µM; 360,000 compounds, 0.46% hits; AID 651710;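 active means every replicate showing at least 50% inhibition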
# RAD54 branch: RAD54 (human) branch migration inhibition. Q92698. RAD54 Holliday junction branch migration, FAM/BHQ fluorescence. inhibition, % at 10.4 µM. 360,000 compounds, 0.14% hits. AID 602329;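 active means mean normalized replicate activity at least 40 and at least half of replicates scoring 40 or more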;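 further: 0% = median of neutral control wells and 100% = median of positive control wells; inhibitors cause a drop in the FAM fluorescence signal; in these data hits start at about 50%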
# Target sequence (Q92698 whole entry, looked up): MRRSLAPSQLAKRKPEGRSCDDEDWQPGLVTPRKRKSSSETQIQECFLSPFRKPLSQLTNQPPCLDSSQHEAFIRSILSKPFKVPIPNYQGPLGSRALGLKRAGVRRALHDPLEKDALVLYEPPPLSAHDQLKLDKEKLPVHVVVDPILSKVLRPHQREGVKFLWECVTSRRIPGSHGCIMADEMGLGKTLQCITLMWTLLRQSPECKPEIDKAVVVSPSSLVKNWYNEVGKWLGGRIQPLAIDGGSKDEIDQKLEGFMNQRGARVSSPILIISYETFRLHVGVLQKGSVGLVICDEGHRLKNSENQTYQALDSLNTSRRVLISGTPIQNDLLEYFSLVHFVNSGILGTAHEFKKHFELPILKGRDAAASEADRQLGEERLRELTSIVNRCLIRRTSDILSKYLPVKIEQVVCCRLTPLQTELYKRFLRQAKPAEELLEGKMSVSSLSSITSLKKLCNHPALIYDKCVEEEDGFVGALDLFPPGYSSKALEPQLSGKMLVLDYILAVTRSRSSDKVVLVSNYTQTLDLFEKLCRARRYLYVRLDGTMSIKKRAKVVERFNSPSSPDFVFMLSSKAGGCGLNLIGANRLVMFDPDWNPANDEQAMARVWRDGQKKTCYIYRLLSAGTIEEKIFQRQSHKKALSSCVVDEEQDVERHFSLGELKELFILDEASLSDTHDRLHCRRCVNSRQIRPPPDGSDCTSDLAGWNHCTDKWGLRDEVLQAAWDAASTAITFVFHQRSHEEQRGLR
# E-selectin induc: induces E-selectin expression in human endothelial cells | P16581 | HUVEC E-selectin immunofluorescence imaging; normalized: neutral wells 0, TNF-alpha wells 100 | activation, % at 7.58 µM | 260,000 compounds, 0.37% hits;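 active means mean E-selectin-positive cell signal at least 10% of the positive control, reached in at least 60% of replicates, without over 20% cell loss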;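 further: in these data hits start at about 27%; measured in HUVEC primary endothelial cells; signal is the percent of cells scored E-selectin positive by PE staining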
#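 System: HUVEC / Compound: single concentration / Signal: immunofluorescence imaging / Read-out: percent E-selectin-positive cells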
# esBAF inh: inhibitors of esBAF chromatin remodeling in mouse ES cells. Bmi1-luciferase knock-in reporter, 24 h; 100% = twice the neutral-well signal. reporter increase, % at 12.5 µM. 350,000 compounds, 2% hits. AID 602393; in the data active means activation above about 40%;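 further: 0% = median of the plate's neutral control wells and 100% = double that signal; a rise in the Bmi1 reporter signal indicates esBAF inhibition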
# XiGFP reactiv: reactivates the inactive X chromosome in mouse fibroblasts | XiGFP mouse fibroblasts, % GFP-positive cells imaging, 3 d; cells co-treated with 5-aza-dC sensitizer; scaled so ellipticine positive control = 100% | activation, % at 7.58 µM | 360,000 compounds, 0.055% hits;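 active means mean normalized replicate activation at least 10% and every replicate at or above 10%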;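 further: 0% = median of on-plate neutral control wells and 100% = ellipticine 6 µM median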
#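 System: SV40-immortalized XiGFP fibroblast cells, line 68-5-11 / Incubation: 3-day compound exposure, then 15 min fixation at room temperature / Compound: single concentration per compound, delivered by pin transfer / Buffer or medium: DMEM plus 5-aza-dC sensitizer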
# ERp5 block: inhibitors of human ERp5 | ERp5 insulin aggregation, absorbance 650 nm, 90 min | Q15084 | 350,000 compounds, 0.05% hits | inhibition, % at 9.99 µM | AID 651711;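 active means mean replicate inhibition above about 25%, with every replicate also reaching it, limit read from the data, passing the limit was not always enough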
# S100A4 MyoIIA: S100A4-myosin IIA interaction inhibition. P26447. S100A4/TAMRA-MyoIIA peptide fluorescence polarization. inhibition, % at 10.7 µM. 360,000 compounds, 0.14% hits. AID 652163;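 active means mean inhibition of at least 70% across replicates, with every replicate also reaching that level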
# Target sequence (P26447 whole entry, looked up): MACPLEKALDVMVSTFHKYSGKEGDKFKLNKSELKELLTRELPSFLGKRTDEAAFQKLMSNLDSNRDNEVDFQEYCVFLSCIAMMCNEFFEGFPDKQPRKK
#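 Material: S100A4 monomer (human). Medium: Calcium-containing HEPES buffer, pH 7.2. Probe or stimulus: labelled myosin peptide probe, 5 nM. Compound dosing: one concentration per compound. Timing: polarization read 5 min after assay mix addition, stable 5–60 min. Benchmarks: DMSO as neutral control, TFP as positive control.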
# Starred values were filed as active, the others as inactive; · = not tested or not shown.
SMILES,ERAP1 HTS inh,RAD52 anneal inh,RAD54 branch,E-selectin induc,esBAF inh,XiGFP reactiv,ERp5 block,S100A4 MyoIIA
Cc1nc2ccc(S(=O)(=O)CCC(=O)NCc3ccc(Cl)cc3)cc2s1,1,-8,-1,·,1,0.0,-12,-2
CCOC(=O)Cn1cc(C#N)c(=O)[nH]c1=O,·,-15,-4,-0.2,·,0.2,4,4
CC(Oc1cc2oc(=O)c3c(c2cc1Cl)CCCC3)C(=O)NCc1ccncc1 (centres undefined),0,-14,-6,·,-4,0.0,1,0
CC(C)C(NS(=O)(=O)c1ccc2c(c1)Cc1cc(S(=O)(=O)NC(C(=O)O)C(C)C)ccc1-2)C(=O)O (centres undefined),2,-22,-10,·,-6,0.0,3,0
C=CCNC(=S)N(C1CCCCC1)C1CCCCC1,2,-12,-5,4.7,-7,0.2,2,6
C/C(=N\NC(=O)c1cccc2ccccc12)c1cccnc1,-1,4,-4,-0.4,-3,0.0,3,-1
CCOc1ccccc1C(=O)NCC(=O)NCC(c1ccc(OC)cc1)N1CCOCC1 (centres undefined),1,-10,5,1.2,-3,-0.1,-2,-3
COc1ccc(C(C)=O)cc1COC(=O)CSCC(=O)Nc1ccc(C)cc1,2,-10,-11,0.0,-6,0.1,8,-17
COC(=O)C1=C2CC[C@H](CO)NC(=O)N[C@H](Cc3ccccc3)C(=O)NCc3cn(nn3)C[C@H](Cc3ccccc3)NC(=O)c3oc(c(C(=O)OC)c3C(=O)OC)CC[C@H](CO)NC(=O)N[C@H](Cc3ccccc3)C(=O)NCc3cn(nn3)C[C@H](Cc3ccccc3)NC(=O)C(=C1C(=O)OC)O2,5,12,-4,·,·,·,2,7
CCCCc1cc(=O)oc2cc(C)cc(OCC(=O)NC(Cc3ccc(Cl)cc3)C(=O)O)c12 (centres undefined),·,-3,5,·,-4,·,0,-2
C[C@@H]1CN([C@H](C)CO)S(=O)(=O)c2ccc(C#CC3(O)CCCC3)cc2O[C@H]1CN(C)C(=O)Nc1ccccc1,2,-16,5,-0.2,-20,-1.3,6,-8
CC(=O)N/C(=C/c1ccc2c(c1)OCO2)C(=O)O,0,-17,·,·,·,-0.1,2,-4
CC(C)NC(=O)N[C@H]1CC[C@@H](CCNC(=O)C2CC2)O[C@H]1CO,3,20,1,0.0,-5,0.5,6,2
C/C(=N\S(=O)(=O)c1ccc(C)cc1)NC(=S)Nc1ccccc1,-5,-4,·,·,·,0.0,11,-2
COCC(=O)N1CC2(C1)[C@H](c1ccccc1)[C@H](CO)N2Cc1ccccc1OC,-5,-2,·,0.0,·,0.0,5,1
COCC(=O)N1[C@H](CO)[C@@H](c2ccccc2)[C@H]1CN(C)C(=O)c1ccncc1,2,2,-3,-0.1,2,0.0,0,-7
CCCNC(=O)C[C@H]1C[C@@H]2c3cc(NC(=O)C4CCC4)ccc3O[C@@H]2[C@@H](CO)O1,1,-3,-1,0.1,1,0.0,0,-2
Cc1onc(-c2ccccc2)c1C(=O)c1c[nH]c(C(=O)NCc2ccccn2)c1,-2,-4,6,0.0,-3,0.2,1,2
COc1ccc(C)cc1NC(=O)C(Sc1nncn1C)c1ccccc1 (centres undefined),2,-5,4,0.1,-8,0.5,6,-2
COc1ccc(-n2ccnc2CN2CCN(C3CCCC3)C(CCO)C2)cc1 (centres undefined),·,-1,·,1.5,-5,-0.1,1,-2
Cc1ccccc1C(=O)N/N=C1/SCC(=O)N1Cc1ccc2c(c1)OCO2,-3,-5,-2,1.7,·,-0.1,2,5
COc1ccc2cc(/C=C3\SC(=S)NC3=O)c(N3CCOCC3)nc2c1,3,-171,·,-0.3,·,-0.4,2,-2
Cc1onc(C(=O)NCc2ccccn2)c1[N+](=O)[O-],6,-27,·,·,·,0.0,-5,9
COC(=O)CCN(C(=O)c1ccc(N2CCCCC2)c([N+](=O)[O-])c1)c1ccccn1,0,-7,·,·,·,0.1,-2,4
CO[C@H](CN(C)C(=O)c1cnccn1)[C@@H](C)CN([C@H](C)CO)S(=O)(=O)c1ccc(F)cc1,-1,3,-6,0.0,4,0.1,-2,7
O=C1CCCN1CC(O)CS(=O)(=O)Cc1ccccc1Cl (centres undefined),2,11,-6,0.2,-2,-0.1,2,0
Cc1ccc(S(=O)(=O)N2CCC(C(=O)OC(C)C(=O)NC(N)=O)CC2)cc1C (centres undefined),·,-7,·,0.1,·,0.0,2,37
CCC(C(N)=O)N1C(=O)C2C3CCC(C3)C2C1=O (centres undefined),0,-10,21,·,-3,0.0,2,-1
CCOC(=O)N1CCN(S(=O)(=O)c2ccc3c(c2)CC(C)N3C(C)=O)CC1 (centres undefined),3,-5,-4,·,0,0.0,2,-3
CC(=O)N(C)C[C@@H]1[C@H](c2ccc(-c3ccccc3F)cc2)[C@H](CO)N1C(C)=O,-2,-8,·,1.0,·,0.2,-1,6
COCC#Cc1cnc2c(c1)C(=O)N([C@@H](C)CO)C[C@@H](C)[C@H](CN(C)S(C)(=O)=O)O2,2,9,5,1.1,8,-0.6,1,4
Cc1nnsc1C(=O)NC(C)c1ccccc1 (centres undefined),·,5,-10,-0.1,-4,-0.2,2,0
Nc1ccccc1C(=O)NN=Cc1cccnc1,-7,-21,·,-0.2,·,0.3,-3,1
CCc1nc2sc3c(c2c(=S)[nH]1)CC(C)(C)OC3,2,-6,0,0.4,-7,0.3,3,2
CC1CCCCN1CCNC(=O)C1CCCN(S(=O)(=O)c2cccc3nsnc23)C1 (centres undefined),0,1,4,·,5,0.0,1,-7
O=C(CSc1nncn1-c1ccccc1)NC1CCCC1,3,-2,3,-0.6,-2,0.5,-1,0
COc1ccccc1C(=O)N/C(=C/c1cccc([N+](=O)[O-])c1)C(=O)Nc1cccc(C(=O)O)c1,-55,-6,·,·,·,0.0,2,-3
NC(=O)N/N=C/c1coc2ccc3ccccc3c2c1=O,·,-70,·,·,·,0.0,2,5
O=C1NC(=O)C(c2ccccc2[N+](=O)[O-])=C1Nc1ccc(O)c(Cl)c1,0,-9,11,-2.1,4,0.1,-3,-13
O=C(CSc1ncnc2sccc12)N1CCN(C(=O)c2cccs2)CC1,1,-64,-6,-0.1,-3,0.0,1,4
O=C1CN(C(=O)N[C@@H](Cc2ccccc2)C(=O)N[C@@H](Cc2ccccc2)C(=O)O)c2ccccc2N1,-2,8,-7,·,-1,·,1,-33
Cc1noc(C)c1NC(=O)N(C)C[C@@H]1Oc2ccc(NC(=O)Cc3ccccc3)cc2CC(=O)N([C@H](C)CO)C[C@@H]1C,1,-1,-2,0.0,0,0.0,-2,-7
CS(=O)(=O)N1CCN(C(=O)c2cc(-c3cccnc3)nc3ccc(Cl)cc23)CC1,5,-11,·,·,·,0.0,3,2
Cc1noc(C)c1S(=O)(=O)Nc1ccc2c(c1)CC(=O)N([C@H](C)CO)C[C@H](C)[C@H](CN(C)S(=O)(=O)c1ccc(Cl)cc1)O2,-1,-5,-5,-3.4,-6,-0.6,1,25
O=[N+]([O-])c1cc(CN2CCCC2)ccc1Sc1ccc(Cl)cc1,7,5,·,-1.5,·,0.0,-2,-4
CC(OC(=O)c1cnc2ccccc2n1)c1ccccc1Cl (centres undefined),-1,-7,20,·,33,0.0,3,-11
COc1ccc(-n2cnc3cc(NCc4ccccn4)ccc32)cc1,3,-15,3,·,25,·,3,-14
C/C=C/c1ccc([C@H]2[C@@H](CO)N(C(C)=O)C23CN(C(=O)c2ccc(F)cc2)C3)cc1,1,-8,·,0.5,·,0.0,-5,-11
C[C@@H]1CN([C@H](C)CO)C(=O)c2cc(NS(=O)(=O)c3ccc(Cl)cc3)ccc2O[C@@H](C)CCCCO[C@H]1CN(C)C(=O)Nc1ccccc1,2,-74,-4,·,-9,0.4,10,2
O=C(Nc1ccccc1C(F)(F)F)c1ccc2nccnc2c1,-1,-16,1,-0.1,1,0.0,-1,8
CCCNC(=O)N1C[C@H]2[C@@H](c3ccccc31)[C@H](CO)N2C(=O)NC(C)C,·,·,-6,0.1,-4,0.2,·,·
O=C(CN1CCN(S(=O)(=O)c2cccc(Cl)c2)CC1)NCC1(N2CCOCC2)CCCCC1,-4,-29,1,-0.1,-3,0.0,-9,-1
Cc1ccc(S(=O)(=O)N(C)C[C@@H]2Oc3c(NC(=O)Nc4ccccc4)cccc3C(=O)N([C@H](C)CO)C[C@@H]2C)cc1,5,-9,2,·,22,0.7,-15,4
O=C(NCc1ccccc1)/C(=C\c1ccc([N+](=O)[O-])cc1)NC(=O)c1ccco1,-4,0,-4,0.5,9,0.0,2,7
Cc1cccc(NC(=O)CN2CCN(C(=O)c3c(C)nn(Cc4ccccc4)c3C)CC2)c1C,1,0,5,-0.2,8,0.2,5,8
O=C(CN1CCCCCC1)Nc1ccccc1Cl,-1,-14,-7,·,-3,-0.1,7,3
Cc1c(Cl)ccc(S(=O)(=O)NCCN2CCOCC2)c1Cl,-4,-9,5,·,6,-0.1,1,4
N=c1oc2ccc(Cl)cc2cc1C(=O)NC1CCCCCC1,3,0,0,0.3,·,0.0,-1,-1
CN(C)C(=O)C[C@@H]1C[C@H]2c3cc(NC(=O)C4CCOCC4)ccc3O[C@H]2[C@@H](CO)O1,0,11,-4,-0.1,1,0.2,-2,2
CCc1nn(CC(=O)O)c(=O)c2ccccc12,-4,-2,-2,·,1,·,1,-1

# In the list so far, six contain a COOH group.
SMILES,ERAP1 HTS inh,RAD52 anneal inh,RAD54 branch,E-selectin induc,esBAF inh,XiGFP reactiv,ERp5 block,S100A4 MyoIIA
CC(C)C(NS(=O)(=O)c1ccc2c(c1)Cc1cc(S(=O)(=O)NC(C(=O)O)C(C)C)ccc1-2)C(=O)O (centres undefined),2,-22,-10,·,-6,0.0,3,0
CCCCc1cc(=O)oc2cc(C)cc(OCC(=O)NC(Cc3ccc(Cl)cc3)C(=O)O)c12 (centres undefined),·,-3,5,·,-4,·,0,-2
CC(=O)N/C(=C/c1ccc2c(c1)OCO2)C(=O)O,0,-17,·,·,·,-0.1,2,-4
COc1ccccc1C(=O)N/C(=C/c1cccc([N+](=O)[O-])c1)C(=O)Nc1cccc(C(=O)O)c1,-55,-6,·,·,·,0.0,2,-3
O=C1CN(C(=O)N[C@@H](Cc2ccccc2)C(=O)N[C@@H](Cc2ccccc2)C(=O)O)c2ccccc2N1,-2,8,-7,·,-1,·,1,-33
CCc1nn(CC(=O)O)c(=O)c2ccccc12,-4,-2,-2,·,1,·,1,-1

# (listing goes on)
SMILES,ERAP1 HTS inh,RAD52 anneal inh,RAD54 branch,E-selectin induc,esBAF inh,XiGFP reactiv,ERp5 block,S100A4 MyoIIA
Clc1cccc(-c2nnc(SC/C=C/c3ccccc3)n2Cc2ccco2)c1,3,-57,-3,·,-10,·,2,0
Cc1ccc(S(=O)(=O)N(C)C[C@H]2Oc3c(NS(=O)(=O)c4cccs4)cccc3C(=O)N([C@@H](C)CO)C[C@H]2C)cc1,3,-28,-14,0.6,11,0.1,5,-11
CCC(=O)N1CC2(CCN(C(=O)Cc3ccccc3)CC2)c2c(n(C)c3cc(OC)ccc23)[C@@H]1CO,0,10,·,0.2,·,0.0,1,-4
COc1cccc(-c2ccc([C@@H]3[C@@H](CO)N4CCCCN(C(=O)c5ccc(F)cc5)C[C@@H]34)cc2)c1,0,-13,0,-0.6,1,-0.1,0,-5
COc1cccc2cc(C(=O)N3CCN(C45CC6CC(CC(C6)C4)C5)CC3)c(=O)oc12,-3,1,-5,·,-2,·,12,0
CC(Oc1ccc2c(-c3ccccc3)cc(=O)oc2c1)C(=O)NC(Cc1c[nH]c2ccccc12)C(=O)O (centres undefined),-5,-25,-9,0.1,3,0.4,-8,-1
